TROY signal inh = blocks TROY-dependent signaling in reporter cells | 360,000 compounds, 0.98% hits | inhibition, % at 10 µM | Q293 LMP1-TROYcd NF-kB luciferase reporter, 4 h;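 active = compounds whose plate-normalised and pattern-corrected inhibition of the luciferase reporter signal at the single screening dose is 50% or more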
NOD2-RIPK2 inh = blocks binding of human NOD2 to RIPK2; CHO BLA complementation NOD2-RIPK2, CCF4 ratio; 360,000 compounds, 0.38% hits; O43353; inhibition, % at 4.98 µM; in the data active = inhibition above about 21%;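 also: 0% = vehicle only and 100% = reference blocker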
COUP-TFII inh = inhibitors of human COUP-TFII (NR2F2); inhibition, % at 8.6 µM; AID 686940; HEK293T NGFI-A luciferase reporter, luminescence; 370,000 compounds, 0.7% hits; P24468;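 active = inhibition above a per-plate cutoff, mean inhibition of test wells between control levels plus 3 SD, cut at about 38% in these data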;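 also: cells cotransfected with COUP-TFII expression vector driving the NGFI-A reporter; 0% = median of COUP-TF2 test wells and 100% = reporter-only cells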
Target sequence (P24468 whole entry, looked up): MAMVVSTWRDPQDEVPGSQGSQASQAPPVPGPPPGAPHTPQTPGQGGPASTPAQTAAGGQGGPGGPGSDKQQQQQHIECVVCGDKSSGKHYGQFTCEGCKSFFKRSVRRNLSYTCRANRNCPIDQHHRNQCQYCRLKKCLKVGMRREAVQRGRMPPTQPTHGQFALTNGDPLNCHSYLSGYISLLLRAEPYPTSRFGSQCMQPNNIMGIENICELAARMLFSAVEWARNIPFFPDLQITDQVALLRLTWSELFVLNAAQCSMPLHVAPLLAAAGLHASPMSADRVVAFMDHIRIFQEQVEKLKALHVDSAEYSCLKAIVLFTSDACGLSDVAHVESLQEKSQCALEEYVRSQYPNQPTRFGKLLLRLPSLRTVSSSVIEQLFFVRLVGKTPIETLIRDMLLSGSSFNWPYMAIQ
NR5A2 inv ag = inverse agonists of human LRH-1 (NR5A2) | HEK293T StAR-luciferase reporter, LRH-1 transfected, 24 h | inhibition, % at 3.6 µM | AID 602396 | 360,000 compounds, 0.13% hits | O00482;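 active = inhibition above the mean inhibition of all tested compounds plus 3 SD, cut at about 73% in these data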;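 also: 0% = DMSO wells and 100% = reporter-only cells lacking LRH-1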
Target sequence (O00482 whole entry, looked up): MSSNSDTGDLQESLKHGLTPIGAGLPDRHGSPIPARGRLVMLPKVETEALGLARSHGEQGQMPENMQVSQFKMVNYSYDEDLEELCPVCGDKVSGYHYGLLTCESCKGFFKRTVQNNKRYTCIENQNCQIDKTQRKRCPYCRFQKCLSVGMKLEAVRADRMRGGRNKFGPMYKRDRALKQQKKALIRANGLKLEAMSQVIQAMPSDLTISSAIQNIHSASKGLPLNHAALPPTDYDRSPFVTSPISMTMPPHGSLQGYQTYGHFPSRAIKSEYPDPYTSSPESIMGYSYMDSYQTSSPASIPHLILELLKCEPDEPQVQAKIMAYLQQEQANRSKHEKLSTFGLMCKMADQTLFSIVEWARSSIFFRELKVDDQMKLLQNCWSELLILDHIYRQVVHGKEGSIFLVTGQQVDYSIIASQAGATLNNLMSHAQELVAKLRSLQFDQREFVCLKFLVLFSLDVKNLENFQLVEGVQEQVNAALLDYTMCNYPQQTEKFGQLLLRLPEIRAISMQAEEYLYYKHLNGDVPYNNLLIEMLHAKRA
TWEAK-Fn14 inh = inhibitors of TWEAK-Fn14 interaction signaling. TWEAK-stimulated Fn14 reporter cells, luciferase luminescence, 8 h. inhibition, % at 10 µM. 360,000 compounds, 2% hits. AID 1159606; in the data active = inhibition above about 50%
C8 TRAIL sens = sensitizes caspase-8 expressing cells to TRAIL; AID 624354; inhibition (viability loss, TRAIL sensitization), % at 10 µM; 360,000 compounds, 1% hits; NB7+C8 cells + TRAIL, ATPlite viability luminescence;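 active = compounds causing at least 50% loss of cell viability in the single-dose screen, relative to plate controls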
NCOA2 inhibitor = inhibits human steroid receptor coactivator 2; Q15596; HEK293 GAL4-SRC2 luciferase reporter, luminescence; inhibition, % at 9 µM; 370,000 compounds, 0.17% hits; AID 651957;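 active = inhibition above the mean inhibition of all tested compounds plus 3 SD, set per campaign, cut at about 52% in these data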;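 also: 0% = DMSO treated cells and 100% = cells given Gossypol at 36 µM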
EBV LMP1 NFkB = Epstein-Barr LMP1 NF-kappaB reporter inhibition | AID 504558 | inhibition, % at 12.5 µM | LMP1-induced NF-kappaB luciferase reporter cells, luminescence | 350,000 compounds, 0.69% hits; in the data active = inhibition above about 41%; inconclusive = no clear call, values can overlap the other calls;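 also: 0% = neutral control wells and 100% = reference inhibitor control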
NCOA1 inh = human NCOA1 inhibition; Q15788; HEK293 GAL4-SRC1 luciferase reporter, luminescence; inhibition, % at 3.6 µM; 360,000 compounds, 0.12% hits;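 active = inhibition above the campaign mean plus 3 SD, with each screening campaign given its own cutoff, cut at about 60% in these data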;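 also: 0% = DMSO treated cells and 100% = gossypol at 36 µM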
SRC3 inh = inhibits human SRC3 coactivator. Q9Y6Q9. HEK293 GAL4-SRC3 luciferase reporter, luminescence. inhibition, % at 3.6 µM. 360,000 compounds, 0.17% hits;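 active = inhibition above a per-campaign cutoff, the mean of all compounds plus 3 SD, cut at about 60% in these data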;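 also: 0% = DMSO-treated cells and 100% = gossypol-treated cells at 36 µM; higher means less SRC3-driven luciferase light from the GAL4 reporter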
TLR9-MyD88 inh = blocks human TLR9 binding to MyD88. AID 504734. inhibition, % at 4.98 µM. CHO BLA complementation TLR9-MyD88, CCF4 FRET ratio. 340,000 compounds, 0.21% hits;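 active = inhibition above the mean over all tested compounds plus 3 SD, cut at about 21% in these data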;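 also: 0% = DMSO only wells and 100% = clavulanate BLA inhibitor control wells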
* marks the source's active call; other numbers are inactive results; ? = inconclusive; nt = not tested or not shown. This is a subset; the hit share may differ from the screen's.

[1] COc1ccc(C2Nc3ccccc3C(=O)N2NC(C)=O)cc1OC (centres undefined)
[2] O=C(NCc1ccccc1Cl)c1cc(=O)[nH]c2ccccc12
[3] Nc1ccc2nn(-c3cccc4ccccc34)nc2c1
[4] COc1ccc(S(=O)(=O)N2CCC(C(=O)Nc3cccc(C(C)=O)c3)CC2)cc1
[5] COC(=O)c1ccc(C(=O)OC)c(NC(=O)c2cnc3n(c2=O)CCS3)c1
[6] CCOC(=O)c1[nH]c(C)c(C(=O)NCCN2CCOCC2)c1C
[7] Cc1ccc(NS(=O)(=O)c2ccc3[nH]c(=O)oc3c2)cc1Cl
[8] Cc1ccccc1NC(=O)OCc1cccnc1Oc1ccc(Cl)cc1
[9] CCOC(=O)C1=NN(C(=O)Cc2ccccc2)C(O)(C(C)(C)C)C1 (centres undefined)
[10] COc1ccc(CC(=O)N2CCc3ccccc32)cc1
Screen / compound no.	1	2	3	4	5	6	7	8	9	10
TROY signal inh	-12	-7	-18	1	-12	-2	11	8	-25	-37
NOD2-RIPK2 inh	-2	-11	9	-1	4	-12	-7	-19	-8	9
COUP-TFII inh	-1	-9	1	19	-5	0	12	12	9	-24
NR5A2 inv ag	-9	-14	-12	-6	10	-13	-2	-14	-29	-57
TWEAK-Fn14 inh	5	-6	4	6	24	-8	13	0	-5	-41
C8 TRAIL sens	-6	7	12	-3	-15	-15	-4	-8	2	14
NCOA2 inhibitor	-6	-8	1	14	-37	-15	2	13	-28	14
EBV LMP1 NFkB	-5	-5	-11	-4	5	2	0	3	-6	-17
NCOA1 inh	-8	-5	-11	-5	-12	7	-6	-5	-6	-70
SRC3 inh	-4	8	-39	16	25	14	3	17	0	-17
TLR9-MyD88 inh	1	-1	6	-5	5	-3	-7	8	-7	-4

3 entries drawn at random from the list so far, as already listed:
[4] COc1ccc(S(=O)(=O)N2CCC(C(=O)Nc3cccc(C(C)=O)c3)CC2)cc1
[9] CCOC(=O)C1=NN(C(=O)Cc2ccccc2)C(O)(C(C)(C)C)C1 (centres undefined)
[5] COC(=O)c1ccc(C(=O)OC)c(NC(=O)c2cnc3n(c2=O)CCS3)c1
Screen / compound no.	4	9	5
TROY signal inh	1	-25	-12
NOD2-RIPK2 inh	-1	-8	4
COUP-TFII inh	19	9	-5
NR5A2 inv ag	-6	-29	10
TWEAK-Fn14 inh	6	-5	24
C8 TRAIL sens	-3	2	-15
NCOA2 inhibitor	14	-28	-37
EBV LMP1 NFkB	-4	-6	5
NCOA1 inh	-5	-6	-12
SRC3 inh	16	0	25
TLR9-MyD88 inh	-5	-7	5

(further entries)
[11] Cc1cc(C)cc(Cn2cc(CN3CC(N4CCSCC4)CS3(=O)=O)nn2)c1 (centres undefined)
[12] O=C(CN1C(=O)c2ccccc2C1=O)NCC1COc2ccccc2O1 (centres undefined)
[13] N#Cc1c2n(c3c(=O)n(Cc4ccccc4Cl)cnc13)CCCCC2
[14] O=C(O)CSc1nnc(-c2cccc(S(=O)(=O)N3CCOCC3)c2)n1-c1ccc(F)cc1
[15] COC(=O)C1=CN(CC2CCCO2)C=C(C(=O)OC)C1c1ccccc1C(F)(F)F (centres undefined)
[16] CC[C@H](C)[C@H](NC(=O)OCc1ccccc1)C(=O)OCC(=O)N1CCN(c2ccc(OC)cc2)CC1
[17] O=C(CSc1nnnn1C1CCCC1)Nc1ccc(F)cc1
[18] O=C(Nc1ccon1)c1cc2c(s1)CCCC2
[19] CCc1noc(C)c1C(=O)OC(C)C(=O)NCc1ccc(OC)cc1 (centres undefined)
[20] COc1ccc(C2NC(=O)c3n[nH]c(C)c32)c(OC)c1 (centres undefined)
Screen / compound no.	11	12	13	14	15	16	17	18	19	20
TROY signal inh	-6	3	-31	4	3	-4	0	-2	0	3
NOD2-RIPK2 inh	-11	4	10	-12	-11	6	-9	8	-14	-5
COUP-TFII inh	13	-15	6	4	17	-5	-7	nt	4	2
NR5A2 inv ag	27	-16	-21	13	11	-10	-15	-120	8	-3
TWEAK-Fn14 inh	32	-6	-21	-11	19	6	-6	19	-16	-2
C8 TRAIL sens	-21	1	5	-10	-9	-3	3	36	-4	-7
NCOA2 inhibitor	11	-6	-12	3	19	6	-11	nt	4	2
EBV LMP1 NFkB	nt	-9	-11	-3	-11	3	-5	-25	-7	8
NCOA1 inh	nt	6	-9	-17	-9	-18	2	-65	-5	-12
SRC3 inh	nt	12	6	8	18	-15	-3	-70	3	6
TLR9-MyD88 inh	nt	-3	-5	1	-3	0	2	-8	-3	9

[21] CC[C@@]1(C(=O)OC)N[C@H](CN(C)C(=O)Nc2ccc(C)cc2)[C@@H]2C(=O)N(Cc3ccccc3)C(=O)[C@@H]21
[22] O=C(Nc1cccc(F)c1)C1CCN(S(=O)(=O)c2cccc3nonc23)CC1
[23] COC(OC)c1ccnc(-c2ccc(OC(=O)c3ccccc3)cc2)n1
[24] O=C(NCCc1ccccc1F)C1CCCN(c2nc3ccccc3s2)C1 (centres undefined)
[25] CC1CC(C)CN(C(=O)COC(=O)c2cccc([N+](=O)[O-])c2)C1 (centres undefined)
[26] CN(C)/C=C/C(=O)c1cccc(Cl)c1
[27] NC(=O)CC(NC(=O)Cc1ccc(Br)cc1)c1ccc(NCCN2CCOCC2)c([N+](=O)[O-])c1 (centres undefined)
[28] CCOc1ccc(N2C(=O)CSC2=NC#N)cc1
[29] O=C(NCc1cccs1)c1ccc2sc(C3=C[C@@H](O)[C@@H](O)[C@@H](CO)O3)nc2c1
[30] O=[N+]([O-])c1cc(C(F)(F)F)ccc1NC1CCN(Cc2ccccc2)CC1
Screen / compound no.	21	22	23	24	25	26	27	28	29	30
TROY signal inh	-40	-18	-9	6	-11	-2	-9	12	-20	5
NOD2-RIPK2 inh	-6	-18	8	-12	-1	-8	5	-5	-1	5
COUP-TFII inh	-19	8	19	6	7	21	0	-13	-18	-32
NR5A2 inv ag	-25	9	-24	2	1	-2	3	-5	9	-4
TWEAK-Fn14 inh	0	46	-3	-9	1	-13	-8	12	8	12
C8 TRAIL sens	-2	17	2	-10	4	11	-16	-14	-5	-15
NCOA2 inhibitor	-13	0	-21	-27	5	-7	19	3	21	-2
EBV LMP1 NFkB	?	-4	-10	3	1	-8	-2	1	nt	4
NCOA1 inh	-8	-16	1	-8	-3	-19	11	-9	2	-5
SRC3 inh	-6	-27	-9	13	2	-9	6	-6	-2	3
TLR9-MyD88 inh	-1	-3	-1	-7	-11	7	-3	-5	nt	nt

[31] COc1cccc(Nc2n[nH]c(=S)s2)c1
[32] COCC(=O)Nc1cc([N+](=O)[O-])ccc1C
[33] Cc1nc([N+](=O)[O-])c(C(=O)OCc2ccccc2)n1C
[34] O=C(NCCCc1ccccc1)Nc1cccc(Cl)c1
[35] O=C(CN1CCOCC1)Nc1ccc(Cl)c(Cl)c1
[36] O=C(CN1CCN(C(=O)CNC(=O)c2ccc(N3CCCC3=O)cc2)CC1)Nc1cccc(F)c1
[37] CCn1c(SCC(=O)N2CCCC2)nc2ccccc21
[38] O=C(Nc1ccc2c(c1)OCCO2)c1ccc(Cl)cc1
[39] O=C(NCc1ccc(F)cc1)C1CC(=O)N(C2CCCCCCC2)C1 (centres undefined)
[40] NC(=O)c1cc(S(=O)(=O)N2CCCC2)ccc1OCCOc1ccccc1
Screen / compound no.	31	32	33	34	35	36	37	38	39	40
TROY signal inh	-10	-3	-6	-11	-9	-19	17	-40	11	-19
NOD2-RIPK2 inh	-13	11	-7	7	-6	-6	0	6	1	-4
COUP-TFII inh	-14	-6	-20	9	nt	-8	-18	-22	4	14
NR5A2 inv ag	-67	2	-8	-37	-1	14	10	-113	10	22
TWEAK-Fn14 inh	-3	-8	-2	-20	-1	-28	5	25	4	-18
C8 TRAIL sens	2	-16	5	-11	-5	-18	0	59*	-5	-3
NCOA2 inhibitor	-55	-37	-4	2	nt	5	9	-15	14	-5
EBV LMP1 NFkB	-11	-2	1	13	0	-7	7	-22	1	6
NCOA1 inh	-93	13	2	-7	-24	-6	6	-83	-16	2
SRC3 inh	-44	31	10	-22	2	2	3	-71	12	-16
TLR9-MyD88 inh	-9	-2	-9	-10	-4	-7	-1	-5	-3	-11

[41] COc1ccc(Cl)c(N2CCN(CCCNC(=O)Nc3ccc(C)cc3)CC2)c1
[42] CC1CCCN(CC(=O)Nc2cccc([N+](=O)[O-])c2)C1 (centres undefined)
[43] COC(=O)/C(C(C)=O)=C(\C=C\N(C)C)N(C)C
[44] O=C(CCCn1nnc(-c2cccnc2)n1)c1ccc(F)cc1
[45] CCNC(=O)OCC(CC)NC(=O)OCC(C)C (centres undefined)
[46] O=C(CNC(=O)c1ccc(Br)o1)NCc1ccccc1
[47] O=C(NC1CCCN(C2Cc3ccccc3C2)C1)c1ccc(F)cc1Cl (centres undefined)
[48] COc1cc(C2C3=C(CCCC3=O)Nc3[nH]n(-c4ccccc4)c(=O)c32)ccc1O (centres undefined)
[49] Cc1ccc(C(=O)NNC(=O)CSc2nnc(-c3ccncc3)n2C)cc1
[50] O=C(NNC(=O)c1ccccc1F)c1ccc(S(=O)(=O)N2CCCCC2)cc1
[51] CCOC(=O)c1c(C)nc(C)c(C(=O)OCC)c1-c1cccnc1
Screen / compound no.	41	42	43	44	45	46	47	48	49	50	51
TROY signal inh	6	0	-19	6	2	6	-12	8	-36	7	-14
NOD2-RIPK2 inh	-4	-3	-7	2	-9	-6	5	-1	-6	1	-2
COUP-TFII inh	7	13	27	4	10	-1	-4	-12	2	9	11
NR5A2 inv ag	6	1	-10	1	8	13	16	0	-13	5	11
TWEAK-Fn14 inh	3	-1	10	8	-9	-10	8	0	-5	9	-25
C8 TRAIL sens	19	-14	-8	14	3	-1	2	11	-10	4	-12
NCOA2 inhibitor	-17	5	-4	0	22	-9	-23	7	9	24	-27
EBV LMP1 NFkB	-10	-4	3	11	1	-7	-1	-4	-6	-3	8
NCOA1 inh	-7	1	5	-12	3	-13	-10	-3	14	0	-12
SRC3 inh	-2	18	9	9	-9	10	5	-9	3	-12	-11
TLR9-MyD88 inh	4	-4	-9	2	-4	-2	-3	-11	2	-1	1
